Compound activity from PubChem.
MITF inh – human MITF inhibition, primary screen. 650,000 tested, 0.91% active. O75030. inhibition, % at 2.6 µM. AlphaScreen MITF homodimerization, bead proximity signal. AID 1259374; in the data active = inhibition above about 50%;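 also: 0% = vehicle wells with protein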
FBW7 act – human FBW7 E3 ligase activation, primary screen. Q969H0. AlphaScreen FBW7–phospho-cyclin E peptide binding, activator screen. normalized activity (activation), % at 26.1 µM. 650,000 tested, 0.13% active. AID 1259310; in the data active = normalized activity above about 1.9%;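 also: purified mutant Fbw7 with reduced substrate affinity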
Target sequence (Q969H0 whole entry, looked up): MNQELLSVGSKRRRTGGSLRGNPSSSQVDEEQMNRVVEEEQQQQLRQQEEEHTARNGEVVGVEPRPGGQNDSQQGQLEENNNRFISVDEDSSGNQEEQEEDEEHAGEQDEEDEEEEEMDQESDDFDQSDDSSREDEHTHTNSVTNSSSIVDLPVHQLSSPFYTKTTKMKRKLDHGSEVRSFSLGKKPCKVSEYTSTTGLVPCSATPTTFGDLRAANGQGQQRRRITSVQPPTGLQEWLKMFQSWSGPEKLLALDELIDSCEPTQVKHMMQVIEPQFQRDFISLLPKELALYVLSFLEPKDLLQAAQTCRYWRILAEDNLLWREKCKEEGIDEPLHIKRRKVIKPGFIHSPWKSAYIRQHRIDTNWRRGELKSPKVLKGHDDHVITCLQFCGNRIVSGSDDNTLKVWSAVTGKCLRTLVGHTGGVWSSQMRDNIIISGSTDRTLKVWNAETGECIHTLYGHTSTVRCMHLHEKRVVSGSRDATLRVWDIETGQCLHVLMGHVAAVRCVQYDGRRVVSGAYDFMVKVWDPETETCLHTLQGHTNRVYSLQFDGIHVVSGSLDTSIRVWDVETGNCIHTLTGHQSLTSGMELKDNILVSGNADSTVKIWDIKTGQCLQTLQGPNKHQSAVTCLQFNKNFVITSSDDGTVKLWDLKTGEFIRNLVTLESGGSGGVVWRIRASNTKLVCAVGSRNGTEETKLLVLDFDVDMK
TEAD-YAP inh – TEAD-YAP interaction inhibition; 640,000 tested, 1.4% active; inhibition, % at 9.12 µM; AID 1259422; HEK-TIYL cells, TEAD-Gal4/YAP UAS-luciferase luminescence; in the data active = inhibition above about 32%;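 also: 0% = median of test compound wells and 100% = reference inhibitor wells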
GPR151 ag – human GPR151 activation | Q8TDV0 | PathHunter beta-arrestin GPR151 cells, luminescence | activation, % at 11.2 µM | 650,000 tested, 1% active; in the data active = activation above about 4.9%;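 also: 0% = median of compound wells and 100% = cells with positive control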
Target sequence (Q8TDV0 whole entry, looked up): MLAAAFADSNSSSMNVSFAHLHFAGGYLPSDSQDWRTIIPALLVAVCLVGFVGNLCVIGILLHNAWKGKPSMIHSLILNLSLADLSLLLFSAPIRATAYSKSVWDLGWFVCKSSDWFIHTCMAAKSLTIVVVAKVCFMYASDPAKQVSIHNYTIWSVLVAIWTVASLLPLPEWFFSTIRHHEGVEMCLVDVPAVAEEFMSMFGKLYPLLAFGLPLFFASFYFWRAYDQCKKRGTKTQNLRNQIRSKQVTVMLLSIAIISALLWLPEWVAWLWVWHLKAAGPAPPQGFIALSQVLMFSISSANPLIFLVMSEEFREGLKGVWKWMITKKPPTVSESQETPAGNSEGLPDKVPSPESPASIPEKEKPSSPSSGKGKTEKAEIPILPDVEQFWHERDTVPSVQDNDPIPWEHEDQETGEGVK
The depositor's hits bear a star. Compounds as they come, and some 3.5% of all compounds hit somewhere here.

What do the screens show for `CCN1CCN(c2ncc(C(=O)N3CCN(c4ccccc4OC)CC3)c3ccccc23)CC1`?
MITF inh: 10; FBW7 act: -0.1; TEAD-YAP inh: -3; GPR151 ag: -0.2

How did CCOC(=O)c1ccc(-c2ccc(/C=C(\C#N)C(=O)NC(C)(C)C)o2)cc1 do in these assays?
MITF inh: 0; FBW7 act: 0.3; TEAD-YAP inh: -51; GPR151 ag: 0.9

How did CCNS(=O)(=O)c1ccc(CCC(=O)Nc2ccccc2Cl)cc1 do in these assays?
MITF inh: 7; FBW7 act: 0.1; TEAD-YAP inh: 6; GPR151 ag: -0.4

What do the screens show for `COC(=O)C1=C(C)N(Cc2ccccc2)C(=O)N[C@H]1c1ccc(Br)cc1`?
MITF inh: -15; FBW7 act: -0.1; GPR151 ag: -1.0

Results for COc1ccc(-c2nc(NC(=O)c3ccccc3)sc2C)cc1[N+](=O)[O-] ?
MITF inh: 2; FBW7 act: -0.1; TEAD-YAP inh: 16; GPR151 ag: 1.6

What do the screens show for `C[C@H]1CC2C3CCC4=CC(=O)C=C[C@]4(C)[C@@]3(Cl)[C@@H](O)C[C@]2(C)[C@@]1(O)C(=O)CO` (stereo partly specified)?
MITF inh: -4; FBW7 act: -0.2; TEAD-YAP inh: -11; GPR151 ag: 0.7

What do the screens show for `O=C(c1sc2ccccc2c1Cl)N1CCN(c2ccc([N+](=O)[O-])cc2Cl)CC1`?
MITF inh: 11; FBW7 act: -0.1; TEAD-YAP inh: 5; GPR151 ag: -0.8

How did COC(=O)c1c(C)oc2cc(Br)c(OCc3ccc(C)cc3)cc12 do in these assays?
MITF inh: 9; FBW7 act: 1.1; TEAD-YAP inh: 0; GPR151 ag: 0.3

What do the screens show for `Cc1nn(C)cc1CNC(=O)c1ccc(C(C)(C)C)cc1`?
MITF inh: -3; FBW7 act: 0.0; TEAD-YAP inh: 17; GPR151 ag: -0.2

How did CCOc1ccc(C(=O)N(CN2CCCC2=O)c2ccc(F)cc2)cc1 do in these assays?
MITF inh: 12; FBW7 act: 0.7; TEAD-YAP inh: -3; GPR151 ag: -1.5

What do the screens show for `Cc1cccc(C)c1-n1c(SCc2ccncc2)nc2c(sc(=S)n2-c2c(C)cccc2C)c1=O`?
MITF inh: 1; FBW7 act: 0.0; TEAD-YAP inh: 21; GPR151 ag: -0.4

What do the screens show for `O=c1nc(SCc2ccc(F)cc2)c2c([nH]1)CCC2`?
MITF inh: 18; FBW7 act: 0.1; TEAD-YAP inh: 11; GPR151 ag: -0.5

How did CCn1c(SCC(=O)Nc2cccc(C)c2)nc2c(c1=O)SCC2 do in these assays?
MITF inh: 2; FBW7 act: 0.1; TEAD-YAP inh: 11; GPR151 ag: 0.5

Results for CCc1ccccc1NC(=O)COc1ccc(C)cc1 ?
MITF inh: 17; FBW7 act: 0.0; TEAD-YAP inh: -25; GPR151 ag: 1.2

Results for CS(=O)(=O)N(Cc1ccco1)C1CCN(CCc2ccccn2)CC1 ?
MITF inh: 4; FBW7 act: -0.1; TEAD-YAP inh: 1; GPR151 ag: -1.0

What do the screens show for `Cc1nn(C)cc1CNc1nc(C)c(-c2ccn(CC3CCCCO3)n2)s1` (stereo unspecified)?
MITF inh: 4; FBW7 act: -0.1; TEAD-YAP inh: -8; GPR151 ag: 1.5

What do the screens show for `CCOc1ccc(-c2nnc(N(CC)C(=O)C3CCC3)s2)cc1`?
MITF inh: 0; FBW7 act: -0.1; TEAD-YAP inh: -17; GPR151 ag: -0.5

How did FC(F)(F)COc1nc(N2CCOCC2)nc(N2CCN(C34CC5CC(CC(C5)C3)C4)CC2)n1 do in these assays?
MITF inh: -14; FBW7 act: -0.1; TEAD-YAP inh: -2; GPR151 ag: 0.3

What do the screens show for `CCCc1noc(CN2CCN(c3ccccc3OC)CC2)n1`?
MITF inh: 5; FBW7 act: 0.0; TEAD-YAP inh: 1; GPR151 ag: 0.4

Results for Cc1sc2ncnc(Nc3cc(Sc4ccc(F)cc4)cc([N+](=O)[O-])c3)c2c1C ?
MITF inh: 2; FBW7 act: 0.0; TEAD-YAP inh: 8; GPR151 ag: 1.9

What do the screens show for `CC(C)Oc1ccc(C(=O)NCCNc2ccccc2[N+](=O)[O-])cc1`?
MITF inh: 15; FBW7 act: 0.3; TEAD-YAP inh: -51; GPR151 ag: 0.2

Results for CCC(=O)CC1(C)CC(C)(C)C(=O)N1 (stereo unspecified) ?
MITF inh: -3; FBW7 act: 0.0; TEAD-YAP inh: 1; GPR151 ag: -0.2

What do the screens show for `Nc1nc(NCc2nc3ccccc3[nH]2)cc(-c2ccc(N3CCOCC3)nc2)n1`?
MITF inh: 6; FBW7 act: 0.0; TEAD-YAP inh: -10; GPR151 ag: 0.2

Results for N#C/C(=C\c1cccnc1)C(=O)Nc1ccccc1 ?
MITF inh: 3; FBW7 act: 0.0; TEAD-YAP inh: -5; GPR151 ag: 0.7

How did CCOC(=O)CNC(=O)c1nc2ncccn2n1 do in these assays?
MITF inh: 8; FBW7 act: -0.5; TEAD-YAP inh: 7; GPR151 ag: 0.2

What do the screens show for `COc1cc(CNCCO)cc(Br)c1OC1CCCC1`?
MITF inh: 4; FBW7 act: 0.1; TEAD-YAP inh: 5; GPR151 ag: -1.2

What do the screens show for `COc1ccc(-c2nc3cnccn3c2NCC2CCCO2)cc1` (stereo unspecified)?
MITF inh: -7; FBW7 act: -0.1; TEAD-YAP inh: -23; GPR151 ag: -0.1

How did O=C(Cc1ccc(Cl)cc1)Nc1ncccn1 do in these assays?
MITF inh: -8; FBW7 act: 0.1; TEAD-YAP inh: -3; GPR151 ag: -0.1

Results for Cc1cc(NC(=S)Nc2ccccc2C)n[nH]1 ?
MITF inh: -2; FBW7 act: 0.1; TEAD-YAP inh: -2; GPR151 ag: 0.7

What do the screens show for `CC(=O)Nc1cccc(OCc2ccc(F)cc2)c1`?
MITF inh: 13; FBW7 act: 0.2; TEAD-YAP inh: -6; GPR151 ag: -0.6

How did COc1ccc(S(=O)(=O)N(CC(=O)NCCc2ccc(OC)c(OC)c2)Cc2ccccc2)cc1 do in these assays?
MITF inh: 0; FBW7 act: -0.1; TEAD-YAP inh: 6; GPR151 ag: -0.8

What do the screens show for `CC(=O)NC1=NC(=O)/C(=C/c2ccc(C)cc2)S1`?
MITF inh: 7; FBW7 act: 0.2; TEAD-YAP inh: -16; GPR151 ag: -1.7

Results for Cc1nc(NCCO)c2c3c(sc2n1)CCC3 ?
MITF inh: 4; FBW7 act: -0.3; TEAD-YAP inh: 10; GPR151 ag: 0.2

Results for CC1=CC(=C2C(=O)NC(=S)NC2=O)C=C(C(F)(F)F)N1CCOCCO ?
MITF inh: -6; FBW7 act: -0.1; TEAD-YAP inh: 10; GPR151 ag: -1.2

How did COc1ccccc1/C=C/C(=O)NC(=S)N1CCCC1 do in these assays?
MITF inh: 18; FBW7 act: 0.3; TEAD-YAP inh: 3; GPR151 ag: -0.5

How did O=c1c(Nc2cccc(F)c2)c(-c2ccc(Cl)cc2)c1=O do in these assays?
MITF inh: -5; FBW7 act: -0.1; TEAD-YAP inh: 14; GPR151 ag: -0.1

What do the screens show for `O=C1c2ccccc2NC(c2cc3c(cc2[N+](=O)[O-])OCO3)N1c1ccccc1` (stereo unspecified)?
MITF inh: 16; FBW7 act: 0.1; TEAD-YAP inh: -1; GPR151 ag: -1.1

Results for CCn1nc(C)c(/C=N/NC(=O)c2nnn(-c3nonc3N)c2CN2CCOCC2)c1C ?
MITF inh: 20; FBW7 act: 0.0; TEAD-YAP inh: -4; GPR151 ag: 1.4

What do the screens show for `Cc1ccc(NC(=O)NC(C)c2nc(-c3ccncc3)n[nH]2)cc1` (stereo unspecified)?
MITF inh: -1; FBW7 act: 0.7; TEAD-YAP inh: 1; GPR151 ag: -1.4

How did CC(=O)c1cccc(N=Cc2cc([N+](=O)[O-])ccc2O)c1 do in these assays?
MITF inh: 2; FBW7 act: -0.1; TEAD-YAP inh: -5; GPR151 ag: -0.6

What do the screens show for `Cn1c(=O)c2c(nc3n(-c4ccccc4)c(-c4ccc(F)cc4)cn23)n(C)c1=O`?
MITF inh: -1; FBW7 act: 0.4; TEAD-YAP inh: 0; GPR151 ag: 0.6

What do the screens show for `CCN(Cc1ccccc1)C(=O)CN(C)S(=O)(=O)c1cccc2cccnc12`?
MITF inh: 11; FBW7 act: 0.0; TEAD-YAP inh: 10; GPR151 ag: -0.2

Results for N#Cc1ccc(C(=O)NC2CCCCC2)c(F)c1 ?
MITF inh: 0; FBW7 act: -0.1; TEAD-YAP inh: -12; GPR151 ag: -1.1

What do the screens show for `CC1(C(=O)NCc2cccnc2)CCC(=O)N1CCc1ccc(Cl)cc1` (stereo unspecified)?
MITF inh: -9; FBW7 act: 0.0; TEAD-YAP inh: -2; GPR151 ag: 0.5

What do the screens show for `NS(=O)(=O)c1ccc2ccccc2c1`?
MITF inh: 13; FBW7 act: 0.8; TEAD-YAP inh: 6; GPR151 ag: -1.0

Results for COC(=O)C1(C)NC(c2cccs2)C2C(=O)N(C)C(=O)C21 (stereo unspecified) ?
MITF inh: 20; FBW7 act: 0.0; TEAD-YAP inh: -2; GPR151 ag: -0.8

Results for COc1ccc(C(=O)COc2ccccc2N2C(=O)C3C4C=CC(C4)C3C2=O)cc1 (stereo unspecified) ?
MITF inh: 7; FBW7 act: 0.1; TEAD-YAP inh: -18; GPR151 ag: -0.4

How did O=C(Cc1ccc(Cl)cc1)N/N=C/CCc1ccccc1 do in these assays?
MITF inh: 8; FBW7 act: 0.1; TEAD-YAP inh: -3; GPR151 ag: -1.1

Results for COc1ccc(-c2ncc(C(=O)NC3CCN(Cc4ccccc4)CC3)s2)cc1 ?
MITF inh: -4; FBW7 act: 0.2; TEAD-YAP inh: 11; GPR151 ag: 1.7

Results for COc1cccc(CNS(=O)(=O)c2cc3c(cc2Cl)NC(=O)CO3)c1 ?
MITF inh: 0; FBW7 act: 0.2; TEAD-YAP inh: -1; GPR151 ag: 0.3

What do the screens show for `Cc1ccc(N2C(=O)N(CC(=O)Nc3ccc(C)c(C)c3[N+](=O)[O-])C(=O)C2C)cc1` (stereo unspecified)?
MITF inh: -5; FBW7 act: -0.1; TEAD-YAP inh: 5; GPR151 ag: 0.1

How did CCOC(=O)C1CCN(C2=NC(=O)/C(=C\c3cccc(O)c3)S2)CC1 do in these assays?
MITF inh: 8; FBW7 act: 0.3; TEAD-YAP inh: 4; GPR151 ag: 2.3

What do the screens show for `CCOC(=O)C1=C(C)N=c2s/c(=C/c3ccccc3)c(=O)n2C1c1ccc(OC)cc1` (stereo unspecified)?
MITF inh: -4; FBW7 act: 0.0; TEAD-YAP inh: 0; GPR151 ag: 0.1

How did Cc1cccn2c(CNCCc3nc4ccccc4[nH]3)c(C(=O)N3CCOCC3)nc12 do in these assays?
MITF inh: 3; FBW7 act: -0.1; TEAD-YAP inh: 11; GPR151 ag: 0.8

Results for CCOC(=O)CNC(=S)N1CCN(c2ccc(C(=O)c3ccncc3)cc2)CC1 ?
MITF inh: -9; FBW7 act: 0.0; TEAD-YAP inh: -4; GPR151 ag: 0.8

What do the screens show for `COC(=O)c1c(C)nc(C)c(C(=O)OC)c1-c1cccc([N+](=O)[O-])c1`?
MITF inh: 18; FBW7 act: 0.1; TEAD-YAP inh: 6; GPR151 ag: 1.5

How did Cc1ccc(N2C(S)=C(C#N)C(=O)NC23CCCCC3)cc1 do in these assays?
MITF inh: -15; FBW7 act: -0.4; TEAD-YAP inh: 2; GPR151 ag: -2.1

Results for O=C(O)Cn1c(O)c(N=NC(=O)c2ccccc2O)c2ccccc21 ?
MITF inh: -9; FBW7 act: -0.1; TEAD-YAP inh: -8; GPR151 ag: -0.1

No new results follow: an excerpt of the list.
What do the screens show for `Cc1ccc(N2C(=O)N(CC(=O)Nc3ccc(C)c(C)c3[N+](=O)[O-])C(=O)C2C)cc1` (stereo unspecified)?
MITF inh: -5; FBW7 act: -0.1; TEAD-YAP inh: 5; GPR151 ag: 0.1

How did CCOC(=O)C1CCN(C2=NC(=O)/C(=C\c3cccc(O)c3)S2)CC1 do in these assays?
MITF inh: 8; FBW7 act: 0.3; TEAD-YAP inh: 4; GPR151 ag: 2.3

By substructure, those above containing a Cl atom.
How did CCNS(=O)(=O)c1ccc(CCC(=O)Nc2ccccc2Cl)cc1 do in these assays?
MITF inh: 7; FBW7 act: 0.1; TEAD-YAP inh: 6; GPR151 ag: -0.4

What do the screens show for `C[C@H]1CC2C3CCC4=CC(=O)C=C[C@]4(C)[C@@]3(Cl)[C@@H](O)C[C@]2(C)[C@@]1(O)C(=O)CO` (stereo partly specified)?
MITF inh: -4; FBW7 act: -0.2; TEAD-YAP inh: -11; GPR151 ag: 0.7

What do the screens show for `O=C(c1sc2ccccc2c1Cl)N1CCN(c2ccc([N+](=O)[O-])cc2Cl)CC1`?
MITF inh: 11; FBW7 act: -0.1; TEAD-YAP inh: 5; GPR151 ag: -0.8

How did O=C(Cc1ccc(Cl)cc1)Nc1ncccn1 do in these assays?
MITF inh: -8; FBW7 act: 0.1; TEAD-YAP inh: -3; GPR151 ag: -0.1

How did O=c1c(Nc2cccc(F)c2)c(-c2ccc(Cl)cc2)c1=O do in these assays?
MITF inh: -5; FBW7 act: -0.1; TEAD-YAP inh: 14; GPR151 ag: -0.1

What do the screens show for `CC1(C(=O)NCc2cccnc2)CCC(=O)N1CCc1ccc(Cl)cc1` (stereo unspecified)?
MITF inh: -9; FBW7 act: 0.0; TEAD-YAP inh: -2; GPR151 ag: 0.5

How did O=C(Cc1ccc(Cl)cc1)N/N=C/CCc1ccccc1 do in these assays?
MITF inh: 8; FBW7 act: 0.1; TEAD-YAP inh: -3; GPR151 ag: -1.1

Results for COc1cccc(CNS(=O)(=O)c2cc3c(cc2Cl)NC(=O)CO3)c1 ?
MITF inh: 0; FBW7 act: 0.2; TEAD-YAP inh: -1; GPR151 ag: 0.3
